# Bioassay records: PubChem BioAssay, several laboratories
# Salmonella PhoP GFP: PhoP-dependent GFP reporter repression – Salmonella Typhimurium, primary screen (AID 1863) | S. Typhimurium PhoP-regulated promoter GFP reporter, 4 h; higher % means a stronger effect | one-dose inhibition, % at 50 µM; IC50 in µM for titrated hits | 0.16% of 300,000 active;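 active = inhibition over 29.93%, a cutoff 3 SD above the screen mean, later confirmed by dose response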;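 note: 0% = low Mg2+ inducing control and 100% = high Mg2+ repressing control; strong numbers were not always called active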
# Myeloid diff MLP: promotes myeloid progenitor differentiation; ER-HoxA9 myeloid progenitors, lysozyme-GFP differentiation, flow cytometry; calls only at 10 µM; 1% of 360,000 active;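 active = normalized GFP-positive differentiation at or above the plate's own cutoff, the solvent-only control mean plus 3 SD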;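 note: cells exposed to compound for four days before flow analysis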
# NTR1 agonist: NTR1-driven beta-arrestin-GFP spot formation – imaging, U2OS cells, high content, primary screen (AID 493036) | agonist mode | activation, % at 20 µM | 0.17% of 330,000 active;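 active = activation at or above 40% of the spot to cytoplasm intensity ratio, with at least 20 cells analyzed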;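 note: 0% = DMSO without peptide and 100% = 100 nM NTR1 peptide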
# Target sequence (P30989 whole entry, looked up): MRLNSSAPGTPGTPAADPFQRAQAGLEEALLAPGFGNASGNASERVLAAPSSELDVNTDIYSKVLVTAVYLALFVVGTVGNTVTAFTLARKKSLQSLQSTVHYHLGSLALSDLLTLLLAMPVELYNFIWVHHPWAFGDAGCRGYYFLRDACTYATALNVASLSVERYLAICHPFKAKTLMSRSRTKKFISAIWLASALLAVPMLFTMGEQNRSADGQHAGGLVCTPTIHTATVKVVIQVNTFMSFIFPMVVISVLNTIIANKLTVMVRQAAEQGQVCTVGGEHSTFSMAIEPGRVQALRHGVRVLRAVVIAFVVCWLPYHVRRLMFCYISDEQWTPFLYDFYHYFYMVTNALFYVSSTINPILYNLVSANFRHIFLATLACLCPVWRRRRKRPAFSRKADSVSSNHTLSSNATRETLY
# GPR35 antagonists: inhibition of zaprinast-stimulated GPR35 beta-arrestin translocation – imaging, U2OS, beta-arrestin-GFP, zaprinast agonist, primary screen (AID 2058); U2OS GPR35 beta-arrestin-GFP translocation imaging, zaprinast antagonism; higher % means a stronger effect; inhibition, % at 10 µM, or IC50 in µM where a hit was titrated; 0.052% of 290,000 active;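 active = inhibition of at least 50% with at least 30 cells and total cytoplasm GFP at most 10,000,000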
# HIV fusion peptide: inhibitors of HIV fusion peptide binding, primary screen, biochemical, uHTS, fluorescence dequenching (AID 1986) | cell-free peptide binding, fluorescence dequenching, 30 min; higher % means a stronger effect | inhibition, % at 20 µM; hits with a dose series show IC50 in µM | 0.3% of 290,000 active; in the data active = inhibition mostly above about 52%, no sharp cut-off; inactive = mostly below about 76%; note: some results filed as inactive read as strong as hits
# Rac1 GTP hydrolysis: MgcRacGAP GTPase-activating activity inhibitors, confirmation, biochemical, ADP Hunter fluorescence; MgcRacGAP-stimulated Rac1 GTP hydrolysis, ADP Hunter fluorescence; higher % means a stronger effect; GST-tagged Rac1 F28L mutant substrate; one-dose inhibition, % at 30 µM; IC50 in µM for titrated hits; 0.6% of 340,000 active; AID 624330;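 active = first-screen hits whose inhibition reached a set limit at any dose in the follow-up dose series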;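 note: fluorescence reports GDP produced by GAP-driven GTP hydrolysis; strong numbers were not always called active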
# SIAH1 antagonists: blockers of Siah-1 interaction with plectin peptide – biochemical, fluorescence polarization, rhodamine-plectin, uHTS, primary screen (AID 1817). Siah-1 / rhodamine-plectin peptide fluorescence polarization; higher % means a stronger effect. 0.02% of 290,000 active. displacement, % at 20 µM, or IC50 in µM where a hit was titrated;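 active = displacement of at least 50% at 20 µM, with a fluorescence ratio check between 0.3 and a set limit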;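 note: plate controls were Siah plus tracer with DMSO for no effect and tracer alone without Siah for full effect; strong numbers were not always called active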
# GPR55 LPI antagonism: inhibition of LPI-stimulated GPR55 beta-arrestin translocation – imaging, U2OS, beta-arrestin-GFP, LPI agonist, primary screen (AID 2013); 0.13% of 290,000 active; U2OS GPR55 beta-arrestin-GFP translocation imaging, LPI antagonism; higher % means a stronger effect; inhibition, % at 10 µM, or IC50 in µM where a hit was titrated;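 active = spots per cell inhibited over 60%, with over 100 cells counted and total cytoplasm intensity under 500,000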;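 note: U2OS cells stably carrying GPR55 and arrestin-GFP stimulated by 5 µM LPI near EC80; imaged beta-arrestin-GFP aggregate spots per cell after agonist stimulation; plate controls were LPI-stimulated DMSO wells for no effect and DMSO wells without LPI for full effect; some results filed as inactive read as strong as hits; confirmed hits need IC50 under 10 µM and bright autofluorescent wells are also inconclusive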
# LYP inhibition: inhibitors of LYP phosphatase, biochemical, fluorescence intensity, uHTS (AID 1779); recombinant LYP phosphatase, fluorescence intensity; higher % means a stronger effect; inhibition, % at 11.5 µM; hits with a dose series show IC50 in µM; 0.054% of 290,000 active; in the data active = inhibition above about 50%;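 note: plate controls were vehicle with enzyme for no effect and no enzyme for full effect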
# NTR1 agonist cell count 20 µM: second read-out of NTR1 agonist, no call of its own (marks repeat the call); cell count; measured here: cell count, cytotoxicity flag
# Myeloid diff MLP GFP+ MAC1+ %: second read-out of Myeloid diff MLP, no call of its own (marks repeat the call); GFP+ MAC1+ double positive, %; measured here: differentiation confirmed by MAC1 staining
# Starred values were filed as active, the others as inactive; i = inactive; · = no result given.
SMILES,Salmonella PhoP GFP,Myeloid diff MLP,Myeloid diff MLP GFP+ MAC1+ %,NTR1 agonist,NTR1 agonist cell count 20 µM,GPR35 antagonists,HIV fusion peptide,Rac1 GTP hydrolysis,SIAH1 antagonists,GPR55 LPI antagonism,LYP inhibition
COCCCNC(=O)CCn1c(=O)c2ccccc2n(Cc2cccc([N+](=O)[O-])c2)c1=O,5%,i,0.3,0.5,49,4%,0.6%,10%,-2%,-11%,-3%
CCN1CCN(S(=O)(=O)c2cccs2)CC1,-4%,i,1.2,-0.3,60,1%,-1.5%,2%,0%,-4%,-4%
CC1=C(N2CCN(c3ncccn3)CC2)CCC1=O,-1%,i,1.6,-2.6,92,·,·,9%,·,·,·
COC(=O)c1nnn(Cc2ccccc2)c1N,28%,i,1.0,0.3,47,24%,-2.8%,13%,2%,-4%,-12%
COc1ccc(NS(=O)(=O)c2c(C(=O)N3CCCCCC3)c(C)n(C)c2C)cc1OC,3%,i,1.9,-0.9,83,-1%,0.0%,3%,-1%,1%,-16%
Cc1cc(C)n(-c2nc(Nc3ccccc3C(F)(F)F)nc(-n3nc(C)cc3C)n2)n1,-4%,i,0.8,57*,42*,-6%,0.7%,0%,5%,1%,5%
CN(C[C@H](Cc1ccccc1)N(C[C@H](c1ccccc1)N(CCc1ccccc1)N=O)N=O)N=O,-6%,i,1.8,1.5,89,10%,1.7%,8%,6%,4%,2%
CCOC(=O)N1CCN(c2ccc(C(C)=O)cc2F)CC1C (configuration not stated),-4%,i,0.4,1.6,99,-15%,0.1%,2%,0%,-9%,-2%
Cc1c(CCO)c(=O)n(C)n1C(=O)c1ccc(Cl)cc1,4%,i,0.9,-3.1,103,3%,1.3%,6%,1%,10%,-7%
CCNC(=O)C1CC(=O)N(c2ccc(Br)cc2)C1 (configuration not stated),2%,i,0.8,2.3,48,1%,-1.9%,7%,-3%,0%,-9%
CCOC(=O)N1CCN(Cc2nc(N)nc(Nc3ccc(OCC)cc3)n2)CC1,4%,i,5.5,-0.7,55,-10%,0.1%,2%,1%,15%,-5%
Cc1cccc(OCC(=O)Nc2ccc(N3CCN(C(=O)c4ccccc4)CC3)cc2)c1C,0%,i,1.9,2.5,63,0%,0.9%,3%,-1%,12%,-9%
CC(=O)Nc1ccc(-c2nnn(CC(=O)c3ccccc3)n2)cc1Cl,-5%,i,0.6,-2.0,89,4%,-3.3%,6%,5%,-1%,-6%
Cc1cc(C)c(NC(=O)COC(=O)c2cccc3c2C(=O)c2ccccc2C3=O)c(C)c1,-7%,i,0.9,3.5,47,-14%,0.5%,4%,2%,-13%,2%
N#Cc1c(-c2ccccc2)cc(-c2ccccc2)nc1SCCC(=O)O,-5%,i,0.3,2.9,63,6%,32%,5%,-2%,-3%,-4%
O=[N+]([O-])c1cccnc1NCCNc1ncc(C(F)(F)F)cc1Cl,0%,i,0.6,-0.4,53,6%,-0.3%,15%,0%,13%,-1%
Cc1ccc(N(CC(=O)NCC2CCCO2)C(=O)CCC(=O)Nc2ccccn2)cc1C (configuration not stated),-2%,i,0.9,-2.7,78,1%,-1.8%,1%,2%,7%,-6%
COc1ccc(N(C(=O)COc2ccccc2)C2C=CS(=O)(=O)C2)cc1 (configuration not stated),-2%,i,9.2,-1.1,60,-6%,5.2%,4%,2%,7%,-2%
COC(=O)CCC(=O)c1oc2ccc(Cl)cc2c1NC(=O)CCCN1C(=O)c2ccccc2C1=O,-6%,i,1.2,4.9,61,8%,-1.5%,3%,-1%,-4%,1%
O=C(c1cc(-c2ccc(Cl)cc2)nc2ccccc12)N1CCC1,-7%,i,0.4,3.3,37,·,·,3%,·,·,·
CCOC(=O)C1CCCN(C(=O)Cc2c(C(=O)O)[nH]c3ccccc23)C1 (configuration not stated),-4%,i,0.6,0.5,81,-1%,-2.2%,3%,1%,36%,-6%
CC(NC(=O)c1ccc(Br)o1)c1ccccc1 (configuration not stated),-7%,i,1.1,-0.1,50,-8%,0.1%,8%,6%,-7%,-7%
Oc1ccc(-c2csc(Nc3ncccn3)n2)cc1,7%,i,2.4,3.0,48,19%,-0.7%,21µM*,-5%,-7%,-7%
Cc1cc(C)c(C#N)c(Nc2ccccc2)n1,2%,i,1.5,0.8,69,-1%,-0.8%,11%,2%,-3%,-4%
Cc1cc(OCc2nnc(SC(C)C(=O)O)n2Cc2ccccc2)ccc1Cl (configuration not stated),-4%,i,0.4,-0.9,86,4%,10%,·,2%,0%,-2%
COc1ccc(C(=O)N=C2SC3CS(=O)(=O)CC3N2Cc2ccc(OC)c(OC)c2)cc1 (configuration not stated),4%,i,5.0,-1.0,60,-4%,-0.8%,4%,2%,2%,-8%
O=C(O)c1cc(/C=C/C(=O)c2cc(F)ccc2O)c2c(c1)COCO2,-16%,i,0.6,2.4,51,10%,11%,25%,0%,-1%,0%
NC(=O)c1c(NC(=O)c2cccnc2)sc2c1CCCC2,5%,i,0.6,1.1,87,-12%,1.1%,·,-1%,3%,-8%
O=C(CCS(=O)(=O)c1ccc(Br)cc1)NCCc1ccccc1,6%,i,0.7,-0.3,49,-8%,2.0%,5%,47%,-2%,-8%
Cc1ccc(NC(=O)Nc2cc(S(C)(=O)=O)ccc2Cl)cc1,-2%,i,0.2,-1.5,50,-1%,-1.1%,4%,1%,15%,-1%
Cn1cnnc1Sc1nc([N+](=O)[O-])nn1C,·,i,0.6,-1.8,91,7%,-1.4%,5%,4%,0%,1%
CSCCC(NC(=O)c1ccccc1Cl)C(=O)N(C)Cc1cccs1 (configuration not stated),0%,i,0.8,0.8,76,-11%,0.6%,10%,-2%,1%,1%
CCOc1ccc(Nc2ncnc3ccc([N+](=O)[O-])cc23)cc1,2%,i,0.3,6.3,63,20%,-3.2%,11%,-6%,2%,-5%
COc1cc(OC)c(OC)cc1CN(C)CC1CCCN(CCc2ccccc2F)C1 (configuration not stated),-6%,i,0.0,0.4,57,0%,1.7%,7%,-3%,16%,-6%
COc1cc2ccccc2cc1C(=O)N1CCCC1,0%,·,·,1.1,58,-10%,-1.7%,7%,-5%,50%,-7%
COc1ccc(CNC(=O)c2csc(Cc3ccccc3)n2)cc1,-10%,i,0.4,0.6,56,-9%,-2.5%,5%,0%,14%,-9%
Cn1c(=O)n(C)c2cc([N+](=O)[O-])c(N3CCN(CCO)CC3)cc21,-3%,i,0.4,0.0,41,-6%,1.3%,8%,1%,3%,-1%
O=C(Cc1cc(=O)[nH]c(=O)[nH]1)NCCN1CCOCC1,4%,i,1.8,-1.6,95,2%,-0.6%,11%,4%,2%,-1%
Cc1nnc(NC(=O)CC(C)c2ccccc2)s1 (configuration not stated),-9%,i,0.6,-1.4,40,-12%,-0.1%,8%,3%,15%,-3%
O=C(Nc1ccc(F)cc1F)C1CCCN1S(=O)(=O)c1ccc(-c2ccc(=O)[nH]n2)s1 (configuration not stated),-8%,i,7.6,-1.3,57,16%,-0.1%,5%,-1%,2%,-3%
CCSc1ncc(Cl)c(C(=O)Nc2ccc(S(=O)(=O)Nc3onc(C)c3C)cc2)n1,-2%,i,1.2,-1.4,52,-18%,4.6%,5%,1%,10%,-3%
CN(C)C(=O)CCC(=O)N1CCCCC1C(=O)Nc1ccc(Oc2ccccc2F)cc1 (configuration not stated),0%,i,0.7,-0.1,63,-7%,-1.2%,-2%,-2%,-3%,-10%
Cc1ccccc1N(CC(=O)N/N=C/c1cc(Br)c(C)o1)S(C)(=O)=O,20%,i,0.3,1.0,45,-4%,2.4%,5%,4%,8%,0%
COc1ccc(C2SCCN2C(=S)Nc2cccc(C(F)(F)F)c2)cc1 (configuration not stated),6%,i,0.6,9.7,63,16%,4.3%,-2%,1%,13%,5%
O=C(NC(=S)Nc1cccc(C(F)(F)F)c1)c1csnn1,7%,i,0.5,1.2,98,16%,-0.3%,7%,-2%,5%,-1%
CCOC(=O)C1(Cc2ccccc2C)CCCN(S(=O)(=O)CC)C1 (configuration not stated),-4%,i,0.2,0.4,57,3%,2.2%,10%,-6%,5%,-1%
COc1ccc(CNC(=O)C(NC(C)=O)C(=O)Nc2ccc(OC)cc2)cc1 (configuration not stated),-7%,i,0.6,0.8,40,-8%,1.0%,4%,-1%,-5%,0%
Cc1ccc(NC(=O)CSc2cn[nH]n2)cc1,3%,i,0.5,1.2,43,9%,-1.4%,4%,-3%,4%,-9%
COc1ccc(CCN(C)CC(=O)Nc2ccc(F)c(Cl)c2)cc1OC,4%,i,4.3,1.0,44,6%,-1.8%,8%,-5%,3%,-2%
CCOC(=O)N1N=C(c2ccccc2)CC1(O)C(C)(F)F (configuration not stated),-6%,i,0.7,1.8,31,11%,-0.1%,-1%,-2%,0%,-6%
Cc1ccc(CN(C)C(=O)C2CCC(=O)N(C3CCCCCC3)C2)cc1 (configuration not stated),4%,i,0.3,-1.9,74,0%,-1.3%,8%,-9%,0%,-8%
CSc1cc(-c2ccccc2)n(Cc2ccccc2Cl)c(=O)c1C#N,7%,·,·,1.1,82,-3%,1.9%,7%,3%,5%,0%
COc1cccc(C2CC(c3ccccc3OC)n3ncnc3N2)c1 (configuration not stated),7%,i,1.8,-4.6,52,5%,-4.4%,4%,-4%,-8%,-6%
COc1ccc2oc(C(=O)OCC(=O)N3CCCC3=O)c(C)c2c1,8%,i,1.1,-0.4,59,·,·,10%,·,·,·
Cc1cc(S(=O)(=O)NCc2ccccc2)ccc1OCC(=O)NCc1ccncc1,-2%,i,0.5,0.1,62,-21%,-0.4%,2%,-1%,-6%,-8%
Cc1ccc(/C=C/C(=O)O)cc1S(=O)(=O)N(C)CCO,-14%,i,0.7,1.4,48,18%,0.2%,-8%,2%,7%,-7%

# Ordered by formula weight (high to low): part of the list above.
SMILES,Salmonella PhoP GFP,Myeloid diff MLP,Myeloid diff MLP GFP+ MAC1+ %,NTR1 agonist,NTR1 agonist cell count 20 µM,GPR35 antagonists,HIV fusion peptide,Rac1 GTP hydrolysis,SIAH1 antagonists,GPR55 LPI antagonism,LYP inhibition
CSc1cc(-c2ccccc2)n(Cc2ccccc2Cl)c(=O)c1C#N,7%,·,·,1.1,82,-3%,1.9%,7%,3%,5%,0%
COc1ccc2oc(C(=O)OCC(=O)N3CCCC3=O)c(C)c2c1,8%,i,1.1,-0.4,59,·,·,10%,·,·,·
Cc1ccc(NC(=O)CSc2cn[nH]n2)cc1,3%,i,0.5,1.2,43,9%,-1.4%,4%,-3%,4%,-9%
